Assay outcomes (PubChem)
PTHR1 agonist – agonists of human PTHR1 parathyroid hormone receptor. Potency, µM (series often up to 115 µM), for the others: top-dose activation, actives largely listed as activators. 410,000 compounds, 0.075% hits. HEK293 GP2 PTHR1 cells, GloSensor cAMP luminescence, 1 h; also: potency is read from the fitted curve at half-maximal effect; nearly all actives have a fitted effect of over 55% in size; some results filed as inactive show a strong effect at the top dose; inactives centre near -15; many of its hits are not listed in these tables
Target sequence (Q03431 whole entry, looked up): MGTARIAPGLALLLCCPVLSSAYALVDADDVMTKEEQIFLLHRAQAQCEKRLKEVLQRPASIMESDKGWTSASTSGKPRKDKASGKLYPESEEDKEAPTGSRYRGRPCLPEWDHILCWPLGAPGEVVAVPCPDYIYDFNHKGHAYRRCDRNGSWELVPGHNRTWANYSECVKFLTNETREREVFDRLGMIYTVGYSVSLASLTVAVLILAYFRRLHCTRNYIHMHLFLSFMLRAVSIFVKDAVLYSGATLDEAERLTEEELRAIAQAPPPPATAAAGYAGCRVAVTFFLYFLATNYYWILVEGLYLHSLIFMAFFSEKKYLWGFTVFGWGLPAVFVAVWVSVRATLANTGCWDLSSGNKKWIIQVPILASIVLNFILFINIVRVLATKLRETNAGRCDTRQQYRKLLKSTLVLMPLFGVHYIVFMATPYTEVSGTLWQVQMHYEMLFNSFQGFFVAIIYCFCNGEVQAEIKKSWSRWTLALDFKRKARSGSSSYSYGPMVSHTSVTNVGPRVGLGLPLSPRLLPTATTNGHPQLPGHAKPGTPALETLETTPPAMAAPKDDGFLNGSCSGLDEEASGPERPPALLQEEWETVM
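HEK-293-derived GP2 cells expressing PTHR1 and a GloSensor cAMP reporter, 3,000/well, plated overnight, given luciferin plus IBMX (each 0.5 mM as added) for 1 h at 37 °C, then compound for 1 h at 37 °C. Luminescence was read after 15 min at room temperature.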
pAkt inh – Akt phosphorylation inhibition. activity change, % for hits at 50 µM. Neuro2A IGF-stimulated pAkt S473 HTRF, 20 min; stronger effect = lower value. AID 651550. 360,000 compounds, 0.32% hits; in the data active = activity change below about -80%; inconclusive = mostly about -51% to -80%; also: % is scaled to controls: 0 for no effect and ±100 for the full control effect
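Neuro2A cells in DMEM with 0.5% FBS, overnight at 37 deg C, given compound at single 50 µM final, then IGF (6 nM final) for 20 min at 37 deg C. Lysed; phospho-Akt Ser473 by HTRF after 24 h, 665/615 ratio.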
Abeta rescue – A-beta toxicity reversal in yeast | AID 1347071 | Potency, µM (doses to about 46.1 µM), without a hit: at the highest dose growth rescue, usual class: activators | yeast expressing A-beta42, growth rescue, OD600, 48 h; response scale: 0% DMSO, 100% iron-clioquinol control | 410,000 compounds, 0.063% hits; also: potency is read from the fitted curve at half-maximal effect; nearly all actives have a fitted effect of over 55% in size
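Yeast growth medium received pinned compounds, then yeast cells expressing toxic A-beta were added; plates incubated at 30 C for 48 hr. Growth read as absorbance at 600 nm, normalized to DMSO and equimolar FeCl3 plus clioquinol controls.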
FUS suppressor – FUS proteinopathy suppression in yeast; S. cerevisiae FUS-expressing, growth rescue, OD600, 24 h; Potency, µM (doses to about 76.6 µM), for inactives: at the top dose growth rescue (activation), most hits filed as activators; 390,000 compounds, 0.24% hits; AID 1347120;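 also: potency is read from the fitted curve at half-maximal effect; plate controls were DMSO vehicle for no effect and reference control for full effect; nearly all actives have a fitted effect of over 55% in size; some results filed as inactive show a strong effect at the top dose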
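Read-out: OD at 600 nm after 24hr at 30C, reporting rescue of FUS-induced yeast toxicity. Cells at OD 0.005 in galactose (2%) minimal medium; compounds tested in a dilution series; CP55940 titration from 92uM final as control.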
aSyn yeast inh – inhibitors of alpha-synuclein toxicity in yeast; Yeast expressing alpha-synuclein, growth rescue, BacTiter-Glo, 24 h; Potency, µM (highest dose often 46.1 µM), for the others: top-dose growth rescue (activation), most hits filed as activators; 370,000 compounds, 0.14% hits; AID 652106; also: potency is read from the fitted curve at half-maximal effect; % of control where 0% means no effect; nearly all actives have a fitted effect of over 65% in size
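Galactose-induced alpha-syn yeast (OD600=0.02, raffinose-pregrown) + pinned cpd, 24 hr, 30 deg C; growth by BacTiter-Glo luminescence. Growth restoration scores as activation.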
HEK293 tox – cytotoxic in the GLP-1 receptor inverse agonist counter-screen; HEK293 cAMP-luciferase reporter cells, luminescence, 24 h; Potency, µM (series often up to 38.3 µM), for the others: at the highest dose activity change, negative = inhibition, most hits filed as inhibitors; 410,000 compounds, 0.13% hits;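 also: loss of luciferase light is scored as toxicity; potency is read from the fitted curve at half-maximal effect; % is scaled to controls: 0 for no effect and ±100 for the full control effect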
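Quantitative HTS format, 1536 wells, 200 cells/uL seeded. Compounds: 23 nL, 24 h, 37 °C. Detection: luciferase reagent, luminescence at 12 min RT; decreased signal taken as cytotoxic.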
Mm-Cpn inhibitor – blocks the Methanococcus maripaludis chaperonin Mm-Cpn; purified Mm-Cpn ATPase, ADP Transcreener TR-FRET; Potency, µM (highest dose often 76.9 µM), for inactives: at the highest dose activity, negative = inhibition, usual class: inhibitors; 330,000 compounds, 0.031% hits; also: potency is read from the fitted curve at half-maximal effect; % is scaled to controls: 0 for no effect and ±100 for the full control effect; nearly all actives have a fitted effect of over 80% in size
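ATP (10 uM final) was added to archaeal chaperonin (25 nM final) after 10 min exposure to test compound at 37°C; after 30 min further incubation, ADP was detected by competitive TR-FRET.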
TDP43 rescue – inhibitors of TDP-43 toxicity in yeast; Potency, µM (doses to about 46.1 µM), for inactives: at the highest dose growth rescue (activation), most hits filed as activators; TDP-43 expressing yeast growth rescue, BacTiter-Glo, 24 h; 410,000 compounds, 1.8% hits; also: potency is read from the fitted curve at half-maximal effect; % of control where 0% means no effect; nearly all actives have a fitted effect of over 50% in size
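Luminescence from BacTiter-Glo reports growth of TDP-43-expressing yeast after 24 hr at 30 deg C with compound. Cells were raffinose-pregrown to mid-log, then seeded in galactose medium at OD600=0.02.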
GLP1R inv ag – GLP-1 receptor (human) inverse agonism; Potency, µM (top dose mostly 38.3 µM), without a hit: at the highest dose activity change, negative = inhibition, actives largely listed as inhibitors; 410,000 compounds, 1.6% hits; AID 624417; P43220; HEK293 GLP-1R CRE-luciferase, luminescence, 24 h; GLP-1R form is constitutively active; also: potency is read from the fitted curve at half-maximal effect; % is scaled to controls: 0 for no effect and ±100 for the full control effect; nearly all actives have a fitted effect of over 55% in size
Target sequence (P43220 whole entry, looked up): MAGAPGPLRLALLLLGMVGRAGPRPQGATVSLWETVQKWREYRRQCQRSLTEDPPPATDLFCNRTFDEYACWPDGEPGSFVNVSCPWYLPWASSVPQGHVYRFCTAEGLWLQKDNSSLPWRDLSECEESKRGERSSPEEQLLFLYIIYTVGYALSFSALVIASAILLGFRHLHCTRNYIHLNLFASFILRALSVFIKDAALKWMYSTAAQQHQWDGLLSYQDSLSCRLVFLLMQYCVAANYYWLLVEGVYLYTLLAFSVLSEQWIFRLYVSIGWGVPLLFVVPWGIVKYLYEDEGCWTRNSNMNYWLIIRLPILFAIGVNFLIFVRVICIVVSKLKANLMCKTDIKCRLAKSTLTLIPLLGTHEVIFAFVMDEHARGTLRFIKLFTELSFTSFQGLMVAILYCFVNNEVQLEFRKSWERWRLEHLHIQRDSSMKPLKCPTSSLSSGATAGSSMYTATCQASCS
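Cells are plated, allowed 12 hours at 37 deg C, then treated with compounds for 24 hr before luciferase detection reagent is added and luminescence is read after 12 min at room temperature. The HEK293 line carries constitutively active GLP-1R with a cAMP-responsive reporter.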
An asterisk follows results filed as active; i = inactive; ? = inconclusive; · = no result given; & = joins results of further samples; [ ] = dose if it differs, or a comment. Unless noted, calls follow the shape of the dose curve; as a rule, active = well fitted curve in the direction sought with a large enough effect; inconclusive = small, poorly fitted or top-dose-only effect, or another doubt; inactive = no such curve, though single readings can be large; an effect the other way counts as inactive or inconclusive. The list is partial (hit frequency here may not be typical).

Sequence of screens – FUS suppressor	PTHR1 agonist	TDP43 rescue	Abeta rescue	HEK293 tox	aSyn yeast inh	Mm-Cpn inhibitor	pAkt inh	GLP1R inv ag
> COc1cccc(N2C(=O)Nc3ccc(Br)cc3C2(O)C(=O)NCCN(C)C)c1 (configuration not stated)
  -2%	-24%	12%	26%	1%	-8%	2%	i	-16%
> CC1(C(=O)Nc2cccc(Br)c2)Cc2ccccc2C(=O)O1 (configuration not stated)
  -7%	i	?	-19%	5%	?	·	·	?
> Cc1ccccc1C1C(C#N)=C2N=C(N)c3c(sc4c3CCCCC4)N2C2=C1C(=O)CCC2 (configuration not stated)
  ?	i	21%	6%	?	0%	?	i	?
> COC(=O)c1ccc(NC(=O)Cn2c(-c3nonc3N)nc3ccccc32)cc1
  3%&16%	-12%&-12%	-1%&-17%	-17%&-13%	-4%&4%	-5%	-1%	i	4%&1%
> Cn1c(SCC(=O)C(C)(C)C)nnc1-c1ccccn1
  5%	i	-1%	3%	4%	·	2%	·	10%
> Cc1cc(NC(=O)c2cc([N+](=O)[O-])cc([N+](=O)[O-])c2)no1
  -15%	-32%	4%	-54%[inhibitor]	-12%	9%	2%	i	37%[activator]
> CCCN(C(=O)Cc1coc2cc(OC)ccc12)C1CCS(=O)(=O)C1 (configuration not stated)
  31%	i	-16%	-2%	-2%	-1%	2%	i	1%
> CCN(C(=O)CN1CCN(Cc2ccccc2)CC1)c1c(N)n(Cc2ccccc2)c(=O)[nH]c1=O
  10%	i	?	-11%	-4%	5%	2%	i	-12%
> CCc1ccc(OCC(=O)Nc2ccc(CN3CCCCC3)cc2)cc1
  4%	-21%	-7%[0.397 µM]	-8%	-10%	6%	1%	i	?
> CCCc1nn(C)c(C(=O)Nc2ccc(C(C)(C)C)cc2)c1Cl
  27%	i	4%	6%	-4%[1.53 µM]	3%	-1%	i	?
> CS(=O)(=O)Nc1ccc(Oc2ncccn2)cc1
  9%	i	-3%	12%	3%	-3%	-2%	i	5%
> COc1ccc(C(O)c2ncc(-c3cccc(OCc4ccccc4)c3)[nH]2)cc1F (configuration not stated)
  24%	i	22%	-8%	-1%	-35%[inhibitor]	·	i	?
> CC(C)CCOc1ccc(C2CC(=O)N(C)C2=O)cc1 (configuration not stated)
  22%	-11%	?	10%	-17%	10%	2%	i	8%
> COc1cc(OC)c(C(=O)NNC(=O)c2ccc(NS(=O)(=O)c3cccs3)cc2)cc1OC
  ·	-3%	31%	16%	-17%	2%	·	i	20%
> COc1ccc(-c2cc3ccc(O)cc3oc2=O)cc1OC
  1%	-9%	-19%	-13%	i	-21%	-7%	i	134%[activator]

Quoted at random: 2 records from the list.
Sequence of screens – FUS suppressor	PTHR1 agonist	TDP43 rescue	Abeta rescue	HEK293 tox	aSyn yeast inh	Mm-Cpn inhibitor	pAkt inh	GLP1R inv ag
> COc1cc(OC)c(C(=O)NNC(=O)c2ccc(NS(=O)(=O)c3cccs3)cc2)cc1OC
  ·	-3%	31%	16%	-17%	2%	·	i	20%
> CCc1ccc(OCC(=O)Nc2ccc(CN3CCCCC3)cc2)cc1
  4%	-21%	-7%[0.397 µM]	-8%	-10%	6%	1%	i	?

More entries
Sequence of screens – FUS suppressor	PTHR1 agonist	TDP43 rescue	Abeta rescue	HEK293 tox	aSyn yeast inh	Mm-Cpn inhibitor	pAkt inh	GLP1R inv ag
> Cc1ccc(S(=O)(=O)N(C)C)cc1NC(=O)COC(=O)C1CCN(S(=O)(=O)c2cccs2)CC1
  18%	i	-8%	2%	4%	-1%	0%	i	35%[activator]
> CCOC(=O)c1c(CN2CCOCC2)oc2ccc(OC(C)=O)cc12
  1%	i	-1%	12%	-2%	1%	1%	i	27%
> CCC1C(=O)N=C(SCC(=O)Nc2ccc(S(N)(=O)=O)cc2)NC1=O (configuration not stated)
  17%	-19%	-9%	14%	26%	-1%	-1%	i	7%
> CN(CC(=O)Nc1ccc(F)cc1)C(=O)COC(=O)c1ccccc1
  8%	-9%	24%	19%	-3%	-7%	0%	i	-5%
> CCOc1ccccc1NC(=O)CC1Nc2ccccc2NC1=O (configuration not stated)
  ?	-9%	-7%	-4%[9.22 µM]	5%	4%	-1%	i	?
> CCN(CC)Cc1ccccn1
  -29%	i	10%	1%	-17%	11%	0%	i	4%
> Cc1cccc(C)c1NC(=O)C1c2ccccc2OCC(=O)N1C1CC1 (configuration not stated)
  -7%	i	7%	-8%	-10%	-6%	·	i	3%
> COc1ccc(C(=O)N2CCN=C2SC)cc1
  4%	29%	5%	-2%	0%[7.66 µM]	0%	0%	i	-16%[7.66 µM]
> CC(=O)Oc1ccc(-c2ccc(C(=O)NCCc3ccc(S(N)(=O)=O)cc3)cc2)cc1
  30%	-10%	-8%	7%	14%	-5%	?	i	-34%
> c1ccc(C2CCCN(Cc3nc(CC4CC4)no3)CC2)cc1 (configuration not stated)
  13%	-8%	21%[9.22 µM]	-11%	21%[7.66 µM]	8%	2%	i	10%[7.66 µM]
> Cc1ccc(S(=O)(=O)/N=C(/Nc2ccc([N+](=O)[O-])cc2)c2ccccc2)cc1
  3%	?	-7%	6%	-9%	0%	4%	i	?
> O=C(Nc1ccc(F)cc1)C(c1cc2ccccc2o1)N1CCN(CC(=O)N2CCCC2)CC1 (configuration not stated)
  -7%	-7%	3%	-9%	-3%	0%	·	i	10%
> COC(=O)c1ccc(C(=O)OC)c(NC(=O)C(C)C)c1
  6%	i	-7%[9.22 µM]	-21%	6%	7%	2%	i	4%
> COc1ccc(CCNC(=O)c2ccc3c(c2)sc2nc(-c4ccc(C)cc4)cn23)cc1OC
  6%	i	19%	-1%	-1%	·	·	·	-4%
> CCOC(=O)C1C(=O)NCC2CCCC21 (configuration not stated)
  17%	21%[57.5 µM]	16%	10%	-19%	1%	1%	i	22%

The listing continues:
Sequence of screens – FUS suppressor	PTHR1 agonist	TDP43 rescue	Abeta rescue	HEK293 tox	aSyn yeast inh	Mm-Cpn inhibitor	pAkt inh	GLP1R inv ag
> Cc1cc(C)cc(NC(=O)C2CCCN2C(=O)NC2CCCCC2)c1 (configuration not stated)
  -36%	i	-4%	7%	2%	-2%	0%	i	10%
> O=C1CCN(S(=O)(=O)c2ccccc2)CCN1CCOCc1ccc(Cl)cc1
  18%	-47%[inhibitor]	-1%	-10%	11%	0%	0%	i	10%
> COc1ccc(S(=O)(=O)CCc2nnc(NC(=O)c3cccs3)s2)cc1
  -1%	i	-12%	1%	5%	8%	-1%	i	1%
> CC(OC(=O)c1nn(C)c(=O)c2ccccc12)C(=O)Nc1ccc(S(N)(=O)=O)cc1 (configuration not stated)
  -17%	i	4%	3%	-3%	-1%	-3%	i	4%
> Cc1cccn2c(NC(=O)c3ccccc3F)c(-c3ccccc3)nc12
  -16%	-4%	15%	-22%	-4%	3%	1%	i	-27%
> O=C(O)COc1ccc(-c2nc(-c3ccccc3)c(-c3ccccc3)[nH]2)cc1
  22%	-22%	5%	-13%	6%	-1%	-9%	i	50%[activator]
> O=C(COC(=O)c1ccc(Br)o1)NCCCc1ccccc1
  13%	-8%[57.5 µM]	22%	3%	4%	8%	-3%	i	7%
> CCCCCCCSc1nnc(N)s1
  4%	i	?	-37%[inhibitor]	19%	2%	1%	i	11%
> Cc1cc(C(=O)CN2CC(C)OC(C)C2)c(C)n1-c1ccccc1 (configuration not stated)
  -7%	-18%	18%	-1%	-10%	0%	0%	i	-24%
> CCN(CC)CCNC(=O)C12CC3CC(C)(CC(C)(C3)C1)C2
  -11%	i	-10%	22%	?	3%	0%	i	?
> CCOC(=O)N1CCN(CC(=O)Nc2sccc2C#N)CC1
  -26%	-36%[inhibitor]	?	8%	?	-4%	-4%	i	5%
> COc1ccc(NS(=O)(=O)c2ccc3oc(Nc4ccc5c(c4)OCCO5)nc3c2)cc1
  1%	-16%	13%	8%	?	-1%	1%	i	?
> COC(=O)c1scc(-c2ccc(C)cc2)c1S(=O)(=O)N1CCN(c2ccccc2)CC1
  37%	i	?	-11%	19%	·	·	·	?
> O=C(Cc1ccccc1)N/N=C/c1cc(Br)cs1
  -17%	-4%	20%	3%	8%	-6%	0%	i	-20%
> CN1CCN(CCCNC(=O)CCC(=O)N2CCOc3ccccc32)CC1
  -22%	i	11%	15%	3%	-1%	1%	i	8%

(more compounds)
Sequence of screens – FUS suppressor	PTHR1 agonist	TDP43 rescue	Abeta rescue	HEK293 tox	aSyn yeast inh	Mm-Cpn inhibitor	pAkt inh	GLP1R inv ag
> FC(F)(F)c1cccc(-c2cc3nc(NCCOc4ccccc4)ccn3n2)c1
  ?	i	17%	15%	0%	3%	·	i	?
> Cc1ccc(NC(=O)c2cccnc2)c([N+](=O)[O-])c1
  4%	-48%[inhibitor]	0%	-9%	-22%	1%	-14%	i	-11%
> COc1ccc(NC(=O)NC23CC4(C)CC(C)(CC(C)(C4)C2)C3)cc1
  9%	-6%	27%	16%	-27%	0%	1%	i	?
> Cc1cc(NC(=O)COc2ccc3oc4ccccc4c3c2)no1
  18%	i	-25%	-15%	-2%	-1%	-3%	i	20%
> Cc1cc(N2CCN(C)CC2)nc2ccc(NC(=O)Nc3ccc(F)cc3)cc12
  -7%	i	10%	-7%	0%	·	·	·	6%
> CC(C)N1CCC(N2CCN(CC#Cc3ccccc3)CC2CCO)CC1 (configuration not stated)
  13%	-17%	10%	-14%	-1%	0%	1%	i	-22%
